Screening data from PubChem.
ARFGAP1 inhibitor: inhibitors of rat ARFGAP1 GAP activity, primary screen, biochemical, fluorescence polarization, GDP tracer | hit rate 0.26% among 360,000 | inhibition, % at 16.5 µM | Arfgap1-stimulated ARF1 GTP hydrolysis, GDP FP detection;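 active = inhibition above a per-plate limit, mean inhibition of low control wells plus 3 SD, cut at about 25% in these data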;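 also: 0% = DMSO wells with enzyme and 100% = wells lacking Arfgap1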
Target sequence (Q62848 1-136 limits assumed): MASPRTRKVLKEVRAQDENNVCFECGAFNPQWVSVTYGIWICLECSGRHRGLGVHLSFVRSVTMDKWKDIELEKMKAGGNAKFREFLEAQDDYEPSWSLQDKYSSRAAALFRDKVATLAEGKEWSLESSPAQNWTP
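System: truncated rat Arfgap1 GAP domain / Medium: HEPES-based buffer, pH 7.5 / Also added: N-terminally truncated human ARF1-GTP substrate / Incubation: enzyme reaction 120 min at 25 °C after 20 min preincubation / Measured by: FP of antibody-bound GDP Alexa 633 tracer, ex 620/em 688 nm / Replicates: singlicate, each compound tested once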
MBD2 inh: inhibitors of MBD2 binding to methylated DNA, primary screen, biochemical, TR-FRET, DNA-binding domain, human. Methyl-CpG-binding domain protein 2 (Homo sapiens), Q9UBB5. MBD2 binding to methylated oligonucleotide. inhibition, % at 4.4 µM. hit rate 0.31% among 370,000. AID 686964, 2013; in the data active = inhibition above about 13%
Target sequence (Q9UBB5 whole entry, looked up, the tested form may be a part): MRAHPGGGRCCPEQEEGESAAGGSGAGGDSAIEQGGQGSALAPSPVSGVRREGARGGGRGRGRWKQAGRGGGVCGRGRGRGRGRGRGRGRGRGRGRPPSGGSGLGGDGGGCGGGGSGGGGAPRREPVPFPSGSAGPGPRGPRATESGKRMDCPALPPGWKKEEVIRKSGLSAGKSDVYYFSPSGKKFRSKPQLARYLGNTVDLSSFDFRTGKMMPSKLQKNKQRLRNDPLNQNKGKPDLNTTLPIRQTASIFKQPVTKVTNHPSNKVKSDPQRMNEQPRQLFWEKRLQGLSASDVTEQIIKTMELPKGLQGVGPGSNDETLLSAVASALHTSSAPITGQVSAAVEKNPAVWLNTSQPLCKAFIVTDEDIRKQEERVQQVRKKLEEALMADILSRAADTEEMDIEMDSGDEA
PLC-beta3 inh: human PLC-beta3 inhibitors, primary screen, biochemical, fluorescence | Purified PLC-beta3, fluorogenic substrate | AID 720704, 2013 | 1-phosphatidylinositol 4,5-bisphosphate phosphodiesterase beta-3 (Homo sapiens), Q01970 | hit rate 0.18% among 370,000 | inhibition, % at 12.2 µM; in the data active = inhibition above about 11%;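 also: 0% = median of compound wells on plate and 100% = full blocker control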
proKLK7 act: proKLK7 zymogen activators, primary screen, biochemical, fluorescence intensity; Kallikrein-7 (Homo sapiens), P49862; purified proKLK7, EDANS-DABCYL substrate fluorescence; 100% is mature enzyme control, 0% vehicle; activation, % at 7 µM; hit rate 0.9% among 370,000; AID 652039, 2013;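 active = activation above the mean of all tested compounds plus 3 SD, computed per campaign excluding outliers beyond control limits, cut at about 13% in these data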
UHRF1 MBD2 ctr: UHRF1 methylated DNA binding inhibitors, primary screen, counter-screen for MBD2 inhibitor project, biochemical, TR-FRET, human UHRF1, single concentration | E3 ubiquitin-protein ligase UHRF1 (Homo sapiens), Q96T88 | UHRF1 binding to methylated oligo | inhibition, % at 4.4 µM | hit rate 0.75% among 370,000 | AID 687016, 2013; in the data active = inhibition above about 21%;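 also: UHRF1 SRA domain binding a hemimethylated CpG hairpin DNA probe; 0% = median of test compound wells and 100% = reference inhibitor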
DDE Tn7 FP inh: inhibitors of Tn7 peptide binding to fibrin DD(E), primary screen, biochemical, fluorescence polarization, human fibrin, Tn7 probe | inhibition, % at 8.3 µM | hit rate 0.13% among 370,000 | FP displacement of FITC-Tn7 peptide from fibrin DD(E); 0% = median of compound wells per plate | AID 720508, 2013;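 active = inhibition above the mean of compounds falling within the control limits plus 3 SD of them, cut at about 14% in these data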;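 also: 0% = plate median of compound wells and 100% = 10 µM Aha-Tn7 peptide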
Target sequence (P02675 whole entry, looked up): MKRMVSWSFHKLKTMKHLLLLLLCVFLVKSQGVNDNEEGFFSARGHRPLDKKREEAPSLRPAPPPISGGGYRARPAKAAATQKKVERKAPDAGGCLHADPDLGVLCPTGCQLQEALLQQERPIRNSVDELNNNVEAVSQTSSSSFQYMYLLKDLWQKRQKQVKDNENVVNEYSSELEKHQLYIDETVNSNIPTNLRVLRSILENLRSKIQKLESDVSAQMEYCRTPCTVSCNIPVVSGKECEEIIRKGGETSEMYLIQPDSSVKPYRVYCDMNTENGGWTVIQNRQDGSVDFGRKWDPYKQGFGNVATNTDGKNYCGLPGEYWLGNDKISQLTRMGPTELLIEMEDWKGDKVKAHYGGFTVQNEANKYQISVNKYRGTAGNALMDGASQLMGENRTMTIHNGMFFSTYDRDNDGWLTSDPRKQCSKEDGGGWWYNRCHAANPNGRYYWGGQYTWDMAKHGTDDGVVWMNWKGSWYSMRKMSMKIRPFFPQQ
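Assay system: human fibrin DD(E) protein / Input: 2 µM fibrin DD(E) / Benchmarks: high control of 10 µM Aha-Tn7 peptide / Measured by: fluorescence polarization of the labelled Tn7 tracer / Medium: Tris buffer with calcium and detergent, pH 7.8 / Timing: 10 min compound pre-incubation, 3 h probe incubation at room temperature / Repeats: one replicate per compound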
PLCg1 inh: PLC-gamma1 enzyme inhibitors, primary screen, biochemical, fluorescence, purified enzyme; inhibition, % at 12.2 µM; fluorogenic substrate; AID 720700, 2013; hit rate 0.84% among 370,000; 1-phosphatidylinositol 4,5-bisphosphate phosphodiesterase gamma-1 (Homo sapiens), P19174; in the data active = inhibition above about 9.5%
DDE Tn6 FP inh: inhibitors of Tn6 peptide binding to fibrin DD(E), primary screen, biochemical, fluorescence polarization, human fibrin, Tn6 probe. Fibrinogen beta chain (Homo sapiens), P02675. Fibrin DD(E) TRITC-Tn6 fluorescence polarization displacement. inhibition, % at 8.3 µM. hit rate 0.21% among 370,000;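 active = inhibition above a per-campaign cutoff: mean of compounds within control limits plus 3 SD, cut at about 15% in these data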;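 also: 0% = median of all compound wells on the plate and 100% = blocking peptide control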
ASAP1 GAP inh: inhibitors of human ASAP1 ArfGAP activity, primary screen, biochemical, fluorescence polarization | ASAP1-stimulated ARF1 GTP hydrolysis, GDP FP detection | Arf-GAP with SH3 domain, ANK repeat and PH domain-containing protein 1 (Homo sapiens), … | inhibition, % at 16.5 µM | hit rate 0.19% among 360,000; in the data active = inhibition above about 25%;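 also: 0% = vehicle with enzyme and substrate and 100% = no enzyme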
ADAM17 inh: ADAM17 inhibitors, primary screen, biochemical, QFRET. AID 720648, 2013. recombinant ADAM17, EDANS/DABCYL FRET peptide cleavage. hit rate 0.83% among 370,000. inhibition, % at 6.95 µM. Disintegrin and metalloproteinase domain-containing protein 17 (Homo sapiens), P78536;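 active = inhibition above the mean of compounds lying between control limits plus 3 SD, set per campaign, cut at about 8.5% in these data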;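 also: 0% = DMSO-only wells as the low control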
* = called active by the depositor; i = inactive; x = no result given.

SMILES	ARFGAP1 inhibitor	MBD2 inh	PLC-beta3 inh	proKLK7 act	UHRF1 MBD2 ctr	DDE Tn7 FP inh	PLCg1 inh	DDE Tn6 FP inh	ASAP1 GAP inh	ADAM17 inh
CCNC(=S)Nc1nc2c(cc1C(=O)OCC)CCCC2	9	-2	5	0.0	-1	-7	4	0	7	3
O=C(O)c1ccccc1-c1nc2ccccc2c(=O)[nH]1	-2	2	6	-0.1	4	-2	9.9*	1	3	5
Cc1cc(=O)c2c(=O)[nH][nH]c2[nH]1	-5	-9	0	0.1	-6	-1	-1	-5	-17	-5
O=C(CCC1COc2ccccc2O1)Nc1ccc(Cl)cn1 (configuration not stated)	-11	2	-2	-0.2	-2	8	0	0	-13	-2
CCOC(=O)c1cc(N2CCCCC2)nc2ccccc12	0	0	-287	17*	-2	-5	-194	7	-15	-54
COCCCNC(=S)NNC(=O)c1csc2ccccc12	3	-1	0	0.0	0	3	-1	-2	5	-1
COc1ccc(CN2CCN(Cc3cccc(F)c3)CC2)cc1OC	-3	2	0	-0.7	1	6	5	4	0	-7
COc1ccc(C(=O)NC2CCCCCC2)cc1S(=O)(=O)N1CCCc2ccccc21	-6	2	-2	0.9	-1	-5	1	-5	5	-4
O=C(c1ccc(F)cc1)N1CCCC(C(=O)N2CCc3ccccc3C2)C1 (configuration not stated)	11	1	-12	0.3	0	1	-3	0	1	-5
Cc1ccc(C)c(N(C(=O)c2nsc(Cl)c2Cl)C(C(=O)NC2CCCC2)c2ccc(O)cc2)c1 (configuration not stated)	8	1	3	0.2	0	-1	-4	-4	1	0
Cc1cccc(C(=O)NN2C(=O)C3C(c4ccccc4)C=CC(c4ccccc4)C3C2=O)c1 (configuration not stated)	-3	2	-10	0.2	-1	-3	-4	-13	2	8
COc1ccc(-c2noc(CCC(=O)NCC3CCCO3)n2)cc1OC (configuration not stated)	3	-2	-3	0.6	0	2	-2	11	3	1
COc1ccc(CCNC(=O)COC(=O)c2ccc(C)s2)cc1	1	4	-8	-0.3	2	5	-2	-6	-5	-1
COc1ccc(OC)c(/C=N/n2c(C)nc3ccccc3c2=O)c1	-5	-1	-18	-3.4	1	-2	-7	-1	2	-4
Cc1cc(N2CCN(c3ccccc3)CC2)n2ncnc2n1	-7	0	0	1.3	20	0	6	3	-10	3

proKLK7 act: hit marks shown above
SMILES,ARFGAP1 inhibitor,MBD2 inh,PLC-beta3 inh,proKLK7 act,DDE Tn7 FP inh,PLCg1 inh,DDE Tn6 FP inh,ASAP1 GAP inh,ADAM17 inh
CCOC(=O)c1cc(N2CCCCC2)nc2ccccc12,0,0,-287,17*,-5,-194,7,-15,-54

(more compounds)
SMILES	ARFGAP1 inhibitor	MBD2 inh	PLC-beta3 inh	proKLK7 act	UHRF1 MBD2 ctr	DDE Tn7 FP inh	PLCg1 inh	DDE Tn6 FP inh	ASAP1 GAP inh	ADAM17 inh
COc1ccc(-c2ccc3c(c2)[C@@H]2C[C@H](N(C)C(=O)Nc4ccccc4)[C@H]([C@H](C)O)C(=O)N2CC3)cc1	2	3	-6	0.6	-1	-8	-1	-4	-1	4
NCCCn1c(C(=O)c2cc(Cl)c(N)c(Cl)c2)c2ccccc2[n+]1[O-]	3	-1	-39	0.7	3	-4	-23	1	-2	-10
O=C(Nc1ncccc1O)c1cccc(S(=O)(=O)N2CCc3ccccc32)c1	3	0	-2	-1.0	-1	1	-1	6	-8	-2
COc1cccc(NC(=O)Cn2nnc(C(=O)Nc3cc(Cl)ccc3OC)c2N)c1	138*	-5	-5	0.3	1	2	1	7	77*	-2
Nn1c(Cc2cccc3ccccc23)nnc1SC1CCOC1=O (configuration not stated)	-1	-4	1	-0.1	3	7	0	10	-11	-3
COc1ccc(CCC2(C)NC(=O)N(C(C)C(=O)N3c4ccccc4CC3C)C2=O)cc1 (configuration not stated)	-9	-1	-3	0.2	0	-3	0	8	-11	-1
COc1c2c(nc3occc13)C(CC=C(C)C)(OC)C(OC(C)=O)CC2 (configuration not stated)	-9	1	4	-0.3	1	-2	8	-1	-5	-1
COc1ccc(NC(=O)/C=C/c2ccc(Br)o2)cn1	11	3	-2	0.2	0	-1	-3	-3	-5	-3
Cc1cccc(NC(=S)N(C)C2CCCCC2)c1	7	3	-5	-0.1	1	-6	-3	-2	-4	-4
COc1ccc(-c2cc(C(=O)OCC(=O)N3CCOCC3)c3ccccc3n2)cc1	1	-5	i	59*	-3	7	i	-3	0	-94
Cn1c(/C=C/c2cccc(Br)c2)nc2ccccc2c1=O	2	6	-25	-2.1	-1	2	-9	-10	0	-2
NC(=O)CC(NC(=O)c1cccc(Br)c1)c1ccc(N2CCN(c3ccc(F)cc3)CC2)c([N+](=O)[O-])c1 (configuration not stated)	8	-6	1	-0.1	2	-11	3	-5	1	1
O=C(Oc1ccc[nH]c1=O)c1cc([N+](=O)[O-])cc([N+](=O)[O-])c1	-4	-1	-6	0.6	-7	3	-1	-6	2	-3
COC(=O)[C@]12C[C@H](CC(=O)NCCCN3CCCC3=O)C(=O)N(Cc3ccco3)C1=C[C@H](C(C)(C)C)O[C@@H]2C	x	2	-2	0.9	0	6	0	-3	x	-4
COc1ccc(S(=O)(=O)N(C)C[C@H]2Oc3ccc(NC(=O)Cn4cnnn4)cc3C(=O)N([C@H](C)CO)C[C@@H]2C)cc1	-5	-3	-2	0.6	-2	-2	-2	4	-2	-2
Cc1ccc(N2CCN(/N=C\c3cccnc3)CC2)cc1	x	-6	3	0.3	-2	-6	0	-2	x	1
CCN1C(=O)c2cccc3c(N)ccc1c23	-10	-16	-135	-0.2	-2	-5	-103	-6	11	-6
COc1ccc2sc(-c3ccccc3OC)c(-c3ccc(OC)nc3)c2c1	1	5	-67	-5.9	4	2	-48	-1	12	-5
Clc1ccccc1CN(Cc1ccco1)Cc1nnnn1C1CCCC1	-11	0	-2	0.7	6	-4	2	-1	2	4
COc1ccc(C(=O)Nc2nnc(CCc3ccccc3)s2)c(OC)c1	11	7	-3	0.8	8	-1	0	-7	15	-4
COc1ccc(NC(=O)c2ccc3c(c2)OCO3)cc1S(=O)(=O)N1CCOCC1	6	-3	-4	-0.5	0	8	1	-1	-6	0
CC1(C)CC(NCCN2CCN(C3=CC(=C(C#N)C#N)CC(C)(C)C3)CC2)=CC(=C(C#N)C#N)C1	-2	-1	-1	-0.3	-1	0	-2	5	5	-1
Cc1nnsc1C(=O)Nc1cc(Cl)ccc1Cl	6	-1	3	-0.1	-2	-6	-2	-1	7	-1
CCCC(C(=O)NC1CCCC1)N(Cc1ccccc1)C(=O)c1snc(C(N)=O)c1N (configuration not stated)	-2	2	-77	1.8	0	-6	-58	1	3	-44
CCOC(=O)C1(Cc2ccccc2C(F)(F)F)CCN(C(=O)c2cc(C)n(C)n2)CC1	12	1	2	0.0	2	-5	2	-1	-3	-1
CC(=O)NCCNC(=O)c1ccc(Cn2c(=O)[nH]c3ccsc3c2=O)cc1	15	0	-2	0.2	-1	2	1	8	-9	2
Cc1cccc(C(=O)NNC(=S)NC(=O)c2cccs2)c1	0	-2	-8	-0.8	-3	-11	3	-3	-3	0
Cc1ccc(NC(=O)O/N=C/c2ccc(Br)cc2)cc1	8	-2	-4	-0.1	0	-10	-2	-3	-8	-1
COc1cccc(NC(=O)N(C)C[C@@H]2OCc3cn(nn3)CCCC(=O)N([C@@H](C)CO)C[C@H]2C)c1	2	1	1	-0.6	0	7	-2	12	-14	-5
O=C(N/N=C/C(c1ccccc1)c1ccccc1)c1ccccc1F	-2	2	-4	0.3	0	4	-3	4	1	-5
Cc1ccccc1S(=O)(=O)NC(=O)C1(C)CCN1C(=O)c1c(C)noc1C (configuration not stated)	8	3	-5	-0.3	-1	3	0	-4	-1	-5
O=C(COC(=O)c1ccccc1Nc1ccccc1)Nc1ccccc1	-5	-2	-82	-5.8	0	6	-76	3	3	-25
COC(=O)N1CCCCC1c1cc(C(=O)NCc2ccc(Cl)c(Cl)c2)no1 (configuration not stated)	24	-1	-3	0.6	1	0	-2	2	-5	-2
C/C(CC(=O)Nc1ccc(C)c(Cl)c1)=N\NC(=O)Cc1cccs1	8	2	1	0.1	-2	4	0	5	-3	1
Cc1cc(C)c(CN2CCC(n3nccc3NC(=O)CCOc3ccccc3)CC2)cc1C	-5	-2	-5	-0.3	1	0	0	-1	-6	4
O=C(NN=C1CCCC1)c1ccc(O)cc1	-1	1	-5	0.5	-1	0	-2	3	-1	-9
COc1ccc(-c2nc3ncccn3c2Nc2ccccc2)cc1	6	2	-261	1.9	-2	-4	-197	-8	-7	-1
Cc1nc2cc(C(=O)O)ccc2n1-c1ccccc1	0	-4	4	0.0	1	-2	4	-2	-4	-1
Cc1ccc(-c2c(C)n([O-])c3c([n+]2=O)CCC3)cc1	-4	-4	3	-0.2	2	-3	2	6	-2	0
O=C(NCC1CCCO1)c1cccc(S(=O)(=O)Nc2ccccc2Cl)c1 (configuration not stated)	6	2	4	-0.3	0	2	-1	-2	-3	-2
Cc1nc(N2CCC3(CC2)OCCO3)c2nnn(Cc3ccccc3F)c2n1	-7	3	-3	0.1	2	0	-2	-7	-8	-6
Cc1ccccc1N(C(=O)c1ccccn1)C(C(=O)NCc1ccccc1)c1cccnc1 (configuration not stated)	3	0	-2	-0.5	0	-9	1	-5	-4	1
Cc1ccc(Nc2ncccc2C(N)=O)cc1	-8	-3	2	0.1	2	0	2	-2	-7	5
O=[N+]([O-])c1cc([N+](=O)[O-])c(Oc2ccccc2F)cc1NN1CCCCC1	-1	5	2	0.4	-2	2	1	0	-4	-4
COc1ccc(CCC(=O)NNC(=O)c2cc(Cl)ccc2OC)cc1OC	1	-6	-8	0.1	0	2	-1	-8	2	-3
O=C(NC1CC2CCCC(C1)N2C(=O)Nc1ccccc1)c1ccncc1 (configuration not stated)	-3	6	2	0.4	16	5	1	3	0	-9

Reformatted bar-delimited: entries from further up
Molecule | ARFGAP1 inhibitor | MBD2 inh | PLC-beta3 inh | proKLK7 act | UHRF1 MBD2 ctr | DDE Tn7 FP inh | PLCg1 inh | DDE Tn6 FP inh | ASAP1 GAP inh | ADAM17 inh
Cc1ccc(Nc2ncccc2C(N)=O)cc1 | -8 | -3 | 2 | 0.1 | 2 | 0 | 2 | -2 | -7 | 5
O=[N+]([O-])c1cc([N+](=O)[O-])c(Oc2ccccc2F)cc1NN1CCCCC1 | -1 | 5 | 2 | 0.4 | -2 | 2 | 1 | 0 | -4 | -4
